Source: PubChem BioAssay (several laboratories)
ABCG2 block: inhibitors of human ABCG2 transporter, ABCB1 counter-screen; Q9UNQ0; IgMXP3 cells, JC-1 efflux, flow cytometry; 190,000 compounds, 0.1% hits; inhibition, % at 6.6 µM;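 active = inhibition above 80%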;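 also: 0% = DMSO and 100% = nicardipine control wells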
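Times: 10 min at 25 °C | Test system: Two drug-resistant human cell lines, ABCG2 and ABCB1 | Quantity: 3 million cells/mL final, two lines in 1:1 ratio | Signal: Flow cytometry, 530 nm JC-1 signal | Dosing: Compound at 6.6 µM | Controls: Nicardipine and DMSO wells | Reagent: JC-1 as fluorescent efflux pump substrate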
Rab7 wt modul: modulators of GTP binding to dog Rab7 wildtype GTPase | GST-Rab7 beads, fluorescent GTP binding, flow cytometry; actives lie on both sides; untreated = 100%, excess cold GTP = 0% | GTP binding activity (percent of control), % at 10 µM | 190,000 compounds, 0.055% hits;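 active = fluorescent GTP binding to Rab7 beads changed by at least 20 points from the 100% baseline, either direction, mostly lower; inconclusive = compound itself probably fluorescent, or too few beads counted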;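 also: median green fluorescence of bound Bodipy-FL-GTP per Rab7 bead population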
Mcl1-Noxa inh: Mcl-1/Noxa interaction inhibition; Q07820; TR-FRET Mcl-1/Noxa peptide binding, 2 h; inhibition, % at 21.7 µM; 220,000 compounds, 1.5% hits; AID 1022;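 active = compounds that cut the protein-peptide binding signal by more than 50% relative to plate controls in a single-dose test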;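 also: His-tagged Mcl-1 with rhodamine Noxa BH3 peptide and terbium anti-His antibody; 0% = Mcl-1 plus Noxa peptide wells and 100% = peptide-only wells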
Rac1 act GTP bind: modulators of GTP binding to human Rac1 activated mutant; P63000; GST-Rac1 activated beads, fluorescent GTP binding, flow cytometry; actives lie on both sides; 100% means binding = to untreated wells; percent activity (GTP binding), % at 10 µM; 190,000 compounds, 0.11% hits;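 active = GTP binding at least 20 percentage points away from the 100% baseline, in either direction, so actives lie on both sides; inconclusive = Compound likely fluorescent itself, or too few beads counted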
Cdc42 wt: changes GTP binding to wildtype human Cdc42; P60953; GST-Cdc42 beads, Bodipy-GTP binding, flow cytometry; actives lie on both sides; percent activity (GTP binding), % at 10 µM; 190,000 compounds, 0.2% hits;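 active = percent activity GTP binding at least 20 points away from the 100% baseline, either down as inhibitor or up as activator; inconclusive = compound flagged as likely green fluorescent from well-wide comparison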;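 also: median bead fluorescence of bound Bodipy-FL-GTP at 100 nM; 0% = excess unlabeled GTP control and 100% = no compound control; below 100% means less GTP binding so inhibitor and above means activator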
Rac1 wt GTP bind: human Rac1 wildtype GTP binding, inhibitors and activators | AID 757 | GTP binding activity (% of control), % at 10 µM | 190,000 compounds, 0.27% hits | GST-Rac1 beads, fluorescent GTP binding, flow cytometry; actives lie on both sides; 0 = cold GTP competed, 100 = untreated;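 active = GTP binding activity at least 20 points away from the 100% control level, either lower or higher; inconclusive = compound flagged as likely green fluorescent, judged across all proteins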
HRas wt GTP bind: changes GTP binding to wildtype human HRas; P01112; GST-Ras wt beads, Bodipy-FL-GTP binding, flow cytometry; actives lie on both sides; GTP binding activity, % at 10 µM; 190,000 compounds, 0.14% hits; AID 759;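 active = GTP binding activity at least 20% away from the 100% baseline, either lowered as inhibitor or raised as activator; inconclusive = flagged as likely green fluorescent, judged across all proteins in the well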;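 also: 0% = unlabeled GTP competition control and 100% = no-compound control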
Pf gametocyte: kills late stage P. falciparum gametocytes. inhibition, % at 10.9 µM. 150,000 compounds, 0.065% hits. AID 743093. P. falciparum stage V gametocytes, ATP luminescence, 24 h;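 active = inhibition above the mean plus 3 SD of compounds within the control limits, set per campaign, cut at about 38% in these data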;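 also: 0% = DMSO wells and 100% = medium only without gametocytes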
Rab2 wt GTP: changes GTP binding to wildtype dog Rab2A, up or down; AID 760; GST-Rab2 wt beads, Bodipy-GTP binding, flow cytometry; P61105; GTP binding activity, % at 10 µM; 190,000 compounds, 0.19% hits;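 active = GTP binding activity at least 20 points away from 100%, either lowered or raised; inconclusive = signal likely due to the compound's own green fluorescence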;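 also: 0% = beads with excess unlabeled GTP and 100% = no-compound control corrected for plate trend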
Avidin bead fluor: avidin bead compound fluorescence profile | fluorescence (KMESF) at 10 µM | Avidin beads, compound fluorescence 488/530 nm, flow cytometry; stronger effect = higher value | 220,000 compounds, 0.38% hits | AID 1775; in the data active = fluorescence above about 47; also: inactives centre near 10
ABCB1 block: human ABCB1 inhibition, ABCG2 as counter-screen. P08183. CCRF-Adr cells, JC-1 efflux, flow cytometry. inhibition, % at 6.6 µM. 190,000 compounds, 0.067% hits. AID 1326; in the data active = inhibition above about 40%;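 also: 0% = vehicle and 100% = reference inhibitor; higher value means more JC-1 retained so stronger ABCB1 efflux block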
Target sequence (P08183 whole entry, looked up): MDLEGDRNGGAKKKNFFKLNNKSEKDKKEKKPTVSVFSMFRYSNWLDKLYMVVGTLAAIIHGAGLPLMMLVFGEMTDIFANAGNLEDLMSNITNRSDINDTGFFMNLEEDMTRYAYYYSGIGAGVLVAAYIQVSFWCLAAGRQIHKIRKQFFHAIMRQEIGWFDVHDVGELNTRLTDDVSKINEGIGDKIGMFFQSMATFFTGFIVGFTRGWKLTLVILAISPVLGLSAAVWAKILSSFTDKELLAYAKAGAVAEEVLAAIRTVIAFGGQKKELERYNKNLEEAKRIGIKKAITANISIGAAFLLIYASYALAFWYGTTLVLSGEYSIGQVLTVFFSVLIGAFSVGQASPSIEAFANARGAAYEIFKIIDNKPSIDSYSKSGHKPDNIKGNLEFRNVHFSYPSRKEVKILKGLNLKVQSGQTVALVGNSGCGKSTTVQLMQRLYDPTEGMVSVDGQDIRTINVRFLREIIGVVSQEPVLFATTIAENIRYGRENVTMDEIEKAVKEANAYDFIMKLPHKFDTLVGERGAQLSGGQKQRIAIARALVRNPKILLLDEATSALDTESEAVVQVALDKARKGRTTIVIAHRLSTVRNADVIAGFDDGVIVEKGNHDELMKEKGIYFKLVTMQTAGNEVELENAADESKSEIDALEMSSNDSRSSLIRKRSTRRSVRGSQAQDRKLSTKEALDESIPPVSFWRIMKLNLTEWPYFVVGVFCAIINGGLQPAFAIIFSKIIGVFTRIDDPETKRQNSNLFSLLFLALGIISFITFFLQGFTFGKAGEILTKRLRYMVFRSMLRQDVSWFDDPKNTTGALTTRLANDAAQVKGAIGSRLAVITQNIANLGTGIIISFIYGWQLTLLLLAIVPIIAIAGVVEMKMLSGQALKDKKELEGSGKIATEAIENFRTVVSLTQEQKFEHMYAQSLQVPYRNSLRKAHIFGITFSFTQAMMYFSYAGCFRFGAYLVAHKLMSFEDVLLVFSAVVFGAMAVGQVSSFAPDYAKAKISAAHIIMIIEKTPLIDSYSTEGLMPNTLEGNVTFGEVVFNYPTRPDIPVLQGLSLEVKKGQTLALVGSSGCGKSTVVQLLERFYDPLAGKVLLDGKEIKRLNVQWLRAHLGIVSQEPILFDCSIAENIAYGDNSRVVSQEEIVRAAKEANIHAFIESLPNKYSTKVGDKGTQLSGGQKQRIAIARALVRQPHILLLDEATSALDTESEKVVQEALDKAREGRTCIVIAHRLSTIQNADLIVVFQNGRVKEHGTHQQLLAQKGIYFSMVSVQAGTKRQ
* = called active by the depositor; ? = inconclusive; / = no result given. Compounds were not picked by outcome. Share with any hit: about 2.3%.

SMILES	ABCG2 block	Rab7 wt modul	Mcl1-Noxa inh	Rac1 act GTP bind	Cdc42 wt	Rac1 wt GTP bind	HRas wt GTP bind	Pf gametocyte	Rab2 wt GTP	Avidin bead fluor	ABCB1 block
COc1ccc(-c2csc(NC(=O)c3ccc(OCC(=O)N4CCOCC4)c(OC)c3)n2)cc1OC	2	94	9	99	95	101	98	/	98	8	0.5
O=C(O)c1cccnc1SC1CC(=O)N(c2cccc(C(F)(F)F)c2)C1=O (stereo not given)	-3	104	32	101	102	109	103	/	102	7	-2.7
CN(C)c1ccnc2sc3c(NCC(O)CO)ncnc3c12 (stereo not given)	2	101	9	101	98	106	104	-23	103	1	0.4
CCCn1c(N)c(C(=S)NC(=O)C2CC2)c(=O)n(C)c1=O	4	90	10	95	88	91	94	/	95	8	-0.2
CC(C)C1Cc2c(sc3c2c(=O)n(Cc2ccccc2)c2nncn32)CO1 (stereo not given)	12	99	8	99	101	102	99	/	101	3	1.5
Cn1c(Cn2c(=O)sc3ccccc32)nnc1SCC(=O)Nc1ccccc1	4	103	6	100	103	102	100	/	100	26	1.2
O=C(COc1ccc(C(=S)N2CCOCC2)cc1)N1CCCC1	1	?	-2	?	?	?	?	9	?	17	0.4
COc1ccc(N2CC(C)Cn3c2nc2c3c(=O)[nH]c(=O)n2C)cc1 (stereo not given)	-4	104	21	100	103	104	104	/	102	12	-6.0
O=C(NC1CCc2ccccc21)c1cc(COc2ccc(F)cc2F)on1 (stereo not given)	7	97	-1	95	95	92	92	13	96	9	-0.4
C=COCCNC(=O)C(=O)NC(C)C	1	106	-4	99	103	104	104	/	105	17	0.5
CCC(=O)Nc1cccc(Oc2nc(C)cc(C)c2C#N)c1	2	96	10	96	99	100	98	/	99	9	0.5
CCOc1ccc(-n2c(SCC(=O)Nc3cc(C)on3)nc3c([nH]c4ccccc43)c2=O)cc1	1	95	-2	96	98	97	96	/	98	7	0.4
O=C1/C(=C\c2ccncc2)SC(=S)N1C1CCCCC1	-4	100	7	98	97	101	98	-1	97	11	-0.9
CC(C)c1ccc(CNc2cc(N3CCCC3)ccc2[N+](=O)[O-])cc1	3	102	-13	99	99	99	101	-24	102	36	0.2
COc1ccc([N+](=O)[O-])cc1NC(=O)C(C)N1CCN(C(=O)c2ccco2)CC1 (stereo not given)	18	99	-4	94	96	95	95	-16	96	11	2.4
CCC(c1nnnn1CCc1ccccc1)N(Cc1ccco1)Cc1cc2cc(C)cc(C)c2[nH]c1=O (stereo not given)	7	96	/	99	101	103	100	2	101	16	1.3
CC(C)c1ccc(C2CC(=O)N3CN(Cc4ccco4)CSC3=C2C#N)cc1 (stereo not given)	0	91	30	95	96	95	94	9	94	5	0.1
CCn1c(=O)cc(OCC(=O)Nc2cccnc2)c2ccccc21	4	100	-19	98	101	99	100	/	99	9	0.2
O=C(CSc1nnc(-c2ccncc2)n1CCc1ccccc1)NCc1ccccc1	3	101	-9	102	104	106	101	/	100	22	0.7
Brc1cnc(N2CCOCC2)nc1N1CCCCC1	2	99	17	95	100	104	100	7	99	13	0.5
CC(=O)N1c2c(cc(Br)cc2S(=O)(=O)NCc2cccnc2)CC1C (stereo not given)	28	101	11	100	104	106	101	-2	99	21	0.9
O=C(Nc1ccc(N2CCN(Cc3ccccc3F)CC2)cc1)c1ccccc1[N+](=O)[O-]	2	104	27	97	99	102	100	/	98	9	0.5
N#C/C(=C\c1ccc(Br)s1)C(=O)N1CCN(c2ccccc2)CC1	5	96	9	96	100	99	98	7	96	14	0.6
COc1cc2c(cc1OC)C(c1ccc(-c3ccc(Cl)cc3Cl)o1)=NCC2	3	100	28	95	98	91	100	2	95	10	1.2
CC(c1ccccc1)N1C(=O)C2C3CCC(C3)C2C1=O (stereo not given)	2	95	20	98	100	101	93	-1	95	19	0.7
O=C(c1ccccc1)c1cc2c(cc1[N+](=O)[O-])OCCO2	1	96	3	94	94	97	95	-5	94	14	0.4
COc1ccc(-c2nnc(SCC(=O)N3CCCC(C)C3)o2)c(OC)c1 (stereo not given)	5	?	-1	?	?	?	?	-8	?	17	1.6
CN(C)c1nnnn1-c1ccc(Cl)cc1Cl	1	102	5	96	99	97	96	15	97	25	0.9
COc1ccc(Nc2nc(C)cc(C)c2C#N)cc1	31	100	12	101	102	105	99	-5	102	7	0.9
O=C(NCC1CCCO1)c1cccnc1NCc1ccc(F)cc1 (stereo not given)	6	98	10	97	99	100	100	-1	97	12	0.3
CCn1c(SCc2ccccc2Cl)nc2nc3c(cc2c1=O)CCCC3	92*	95	-1	99	96	103	98	19	97	25	21
Cc1ccc(CSCC(=O)Nc2ccc(F)cc2)cc1	-2	97	-2	101	101	102	98	-14	102	22	-2.0
O=C(/C=C/c1ccco1)Nc1cccnc1	2	96	2	95	97	100	96	/	96	10	-0.1
Cc1nnc(SC(C)C)n(N)c1=O	1	106	-8	95	96	98	99	-1	99	14	0.0
CCCCS(=O)c1c(O)c2ccccc2[nH]c1=O (stereo not given)	5	101	15	100	103	104	100	-19	100	6	0.4
Cn1c(C(=O)N2CCCC(C(=O)NCCc3ccccc3)C2)cc2sccc21 (stereo not given)	9	94	-3	91	91	96	93	/	93	24	2.1
COc1ccccc1-c1nc(-c2ccc(Br)o2)no1	8	99	8	101	102	107	100	/	99	13	0.3
COc1cccc(C2(CSc3nnc(-c4cc(OC)c(OC)c(OC)c4)o3)OCCO2)c1	28	97	4	99	100	102	99	/	99	35	3.7
Cc1ccccc1C(=O)NCCCCc1ccccc1	2	96	0	101	100	101	101	-12	99	3	0.4
CC(C)N=C(NC#N)SCc1ccc(Br)cc1	2	96	2	98	102	102	102	/	99	10	0.3

Whole records from above:
Record of O=C(/C=C/c1ccco1)Nc1cccnc1 = ABCG2 block = 2; Rab7 wt modul = 96; Mcl1-Noxa inh = 2; Rac1 act GTP bind = 95; Cdc42 wt = 97; Rac1 wt GTP bind = 100; HRas wt GTP bind = 96; Pf gametocyte = /; Rab2 wt GTP = 96; Avidin bead fluor = 10; ABCB1 block = -0.1
Record of N#C/C(=C\c1ccc(Br)s1)C(=O)N1CCN(c2ccccc2)CC1 = ABCG2 block = 5; Rab7 wt modul = 96; Mcl1-Noxa inh = 9; Rac1 act GTP bind = 96; Cdc42 wt = 100; Rac1 wt GTP bind = 99; HRas wt GTP bind = 98; Pf gametocyte = 7; Rab2 wt GTP = 96; Avidin bead fluor = 14; ABCB1 block = 0.6

Not a retest: an excerpt of the list.
SMILES	ABCG2 block	Rab7 wt modul	Mcl1-Noxa inh	Rac1 act GTP bind	Cdc42 wt	Rac1 wt GTP bind	HRas wt GTP bind	Pf gametocyte	Rab2 wt GTP	Avidin bead fluor	ABCB1 block
CCCCS(=O)c1c(O)c2ccccc2[nH]c1=O (stereo not given)	5	101	15	100	103	104	100	-19	100	6	0.4
Cn1c(C(=O)N2CCCC(C(=O)NCCc3ccccc3)C2)cc2sccc21 (stereo not given)	9	94	-3	91	91	96	93	/	93	24	2.1
COc1ccccc1-c1nc(-c2ccc(Br)o2)no1	8	99	8	101	102	107	100	/	99	13	0.3
COc1cccc(C2(CSc3nnc(-c4cc(OC)c(OC)c(OC)c4)o3)OCCO2)c1	28	97	4	99	100	102	99	/	99	35	3.7

Further structures.
SMILES	ABCG2 block	Rab7 wt modul	Mcl1-Noxa inh	Rac1 act GTP bind	Cdc42 wt	Rac1 wt GTP bind	HRas wt GTP bind	Pf gametocyte	Rab2 wt GTP	Avidin bead fluor	ABCB1 block
CCCC(=O)OCCNC(=O)c1cc2ccccc2oc1=O	0	97	-6	95	96	95	96	-5	94	34	-0.1
C=CCn1c(SCC(=O)N(C)C2CCS(=O)(=O)C2)nc2ccccc2c1=O (stereo not given)	5	94	-4	96	96	93	93	/	94	7	0.6
CC1CC(C)CN(C(=O)CSc2nnc(CSc3ncccn3)n2C)C1 (stereo not given)	1	104	-4	101	106	107	106	/	104	37	0.2
Cc1cc(C)c(NC(=O)c2cc3c(nc4sccn43)s2)c(C)c1	19	101	29	98	100	101	100	11	101	9	2.6
Cc1c(NC(=O)N2CCCCCC2)c(=O)n(-c2ccccc2)n1C	2	100	-3	92	100	96	101	-12	99	17	0.8
CCn1c(C)nc2cc(C(=O)N/N=C/c3ccc(N4CCOCC4)cc3)ccc21	-3	97	10	96	98	100	96	/	99	9	-0.7
Cc1ccc2nc(NC(=O)CN3CCOCC3)sc2c1	0	98	15	99	103	106	101	/	100	10	0.1
Cc1nn(C(C)C(=O)NNC(=S)Nc2ccc(F)cc2)c(C)c1[N+](=O)[O-] (stereo not given)	0	102	1	98	104	107	101	/	98	11	-0.1
COc1ccc(N(C(C)C(=O)N2CCC(Cc3ccccc3)CC2)S(C)(=O)=O)cc1 (stereo not given)	0	97	7	98	99	103	99	0	97	12	0.8
CCOc1ccc(NS(=O)(=O)c2ccc(SC)cc2)cc1	11	101	-4	99	97	101	100	/	100	33	0.2
CCn1c(SCC(=O)c2ccccc2)nnc1-c1cc2cc(Br)ccc2o1	41	97	20	96	100	103	99	7	100	11	-1.1
CC(=O)NC(Cc1c[nH]c2ccccc12)C(=O)OCC(=O)Nc1ccc2c(c1)OCO2 (stereo not given)	1	101	16	98	102	109	102	19	100	16	-0.3
CC(=O)c1ccc(-n2nnnc2SCC(=O)NNC(=O)c2ccco2)cc1	1	99	2	98	99	102	100	25	100	10	0.1
Cn1cc(Br)c(C(=O)Nc2nccs2)n1	2	97	-4	103	104	101	101	-12	103	7	/
Cc1ccc(SCc2cc(=O)[nH]c(N3CCN(Cc4ccc5c(c4)OCO5)CC3)n2)cc1	50	101	11	98	99	108	102	10	101	27	1.3
Cc1ccc(NC(=O)c2ccc(Cl)cc2[N+](=O)[O-])nc1	4	95	10	97	98	97	94	/	95	11	-0.3
Cc1nc(N2CCOCC2)c2oc3ccccc3c2n1	2	97	9	95	95	95	93	11	95	23	0.8
